# Source: PubChem (several laboratories)
# KCNQ1 act: potentiators or activators of KCNQ1 channel, primary screen, cell-based, thallium flux, high-throughput. Potassium voltage-gated channel subfamily KQT member 1 (Homo sapiens), P51787. CHO-K1 KCNQ1, thallium flux FluxOR fluorescence; hits give high values. B-score at 10 µM. 0.35% of 310,000 active;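 active = fluorescence ratio B-score, a plate-corrected score, at least three library SD, with initial intensity B-score within 5 SD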
#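 Doses: Single concentration per compound, DMSO matched to controls | Test system: KCNQ1-transfected CHO-K1 cells | Timing: 90 min dye loading and 20 min compound exposure, both at room temperature | Measured by: Kinetic FluxOR thallium fluorescence, 10-s 1-Hz baseline, 110-s post-stimulus read | Medium: Assay buffer with matched DMSO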
# KCNQ1 inh: inhibitors of human KCNQ1 channel, primary screen, cell-based, thallium flux, high-throughput | Potassium voltage-gated channel subfamily KQT member 1 (Homo sapiens), P51787 | CHO-K1 KCNQ1, FluxOR thallium flux fluorescence; hits give high values | B-score at 10 µM | 1.3% of 310,000 active | AID 2642, 2010;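 active = compounds whose thallium flux B-score, printed positive for inhibition, exceeds three library SD while starting fluorescence stays within three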;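 note: channel opened by potassium depolarization with thallium stimulus after 20 min compound exposure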
# KCNK9 inh: KCNK9 potassium channel inhibitors, primary screen, HEK293 cells, thallium flux. Potassium channel subfamily K member 9 (Homo sapiens), Q9NPC2. FluxOR thallium flux fluorescence; hits give low values. B-score at 10 µM. 1.2% of 310,000 active. AID 488922, 2010;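 active = ratio B-score over 3 SD below the library mean, with starting fluorescence within 5 SD of its mean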;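 note: negative B-score means less thallium flux so channel inhibition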
# TRPC4 inh: inhibitors of mouse TRPC4 channel, primary screen, Fluo4 calcium, HEK293 TRPC4beta/mu-opioid cells | Short transient receptor potential channel 4 (Mus musculus), Q9QUQ5 | DAMGO-evoked Fluo4 calcium flux; hits give low values | B-score at 10 µM | 0.39% of 300,000 active;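 active = B-score over 3 SD under the library average, no early fluorescence shift, positive overall ratio signal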
#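 Material: HEK293 cells with stable TRPC4beta plus mu-opioid receptor expression; probe or stimulus: DAMGO in two steps, submaximal then maximal; technique: Fluo4 calcium fluorescence by kinetic imaging, 5 s 1 Hz baseline; measure: integrated fluorescence ratio relative to baseline, converted to per-well B score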
# TRPC4 potent: positive allosteric modulators of TRPC4, primary screen, cell-based, mouse TRPC4beta, HEK293 mu-opioid, Fluo-4 calcium | Short transient receptor potential channel 4 (Mus musculus), Q9QUQ5 | AID 2227, 2009 | 0.42% of 310,000 active | B-score at 10 µM | DAMGO EC20, Fluo-4 Ca2+ flux; hits give high values;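 active = B-score of calcium response area above 5 SD of library B-scores, with initial fluorescence ratio within 5 SD of library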;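 note: B-score of integrated fluorescence ratio over time as area under calcium response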
# hERG rescue: hERG rescue from dofetilide block, primary screen, cell-based, CHO-hERG, FluxOR thallium flux, dofetilide IC70; 0.51% of 310,000 active; activation (rescue from dofetilide block), less the hit threshold, % at 10 µM; AID 1511, 2009; dofetilide IC70 present; Voltage-gated inwardly rectifying potassium channel KCNH2 (Homo sapiens), Q12809;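 active = activation above the mean of controls blocked by dofetilide plus 5 SD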;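 note: thallium influx through hERG after potassium depolarization seen as dye fluorescence rise; in these data hits start at about 4.7%; inactives centre near -7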
# Target sequence (Q12809 whole entry, looked up): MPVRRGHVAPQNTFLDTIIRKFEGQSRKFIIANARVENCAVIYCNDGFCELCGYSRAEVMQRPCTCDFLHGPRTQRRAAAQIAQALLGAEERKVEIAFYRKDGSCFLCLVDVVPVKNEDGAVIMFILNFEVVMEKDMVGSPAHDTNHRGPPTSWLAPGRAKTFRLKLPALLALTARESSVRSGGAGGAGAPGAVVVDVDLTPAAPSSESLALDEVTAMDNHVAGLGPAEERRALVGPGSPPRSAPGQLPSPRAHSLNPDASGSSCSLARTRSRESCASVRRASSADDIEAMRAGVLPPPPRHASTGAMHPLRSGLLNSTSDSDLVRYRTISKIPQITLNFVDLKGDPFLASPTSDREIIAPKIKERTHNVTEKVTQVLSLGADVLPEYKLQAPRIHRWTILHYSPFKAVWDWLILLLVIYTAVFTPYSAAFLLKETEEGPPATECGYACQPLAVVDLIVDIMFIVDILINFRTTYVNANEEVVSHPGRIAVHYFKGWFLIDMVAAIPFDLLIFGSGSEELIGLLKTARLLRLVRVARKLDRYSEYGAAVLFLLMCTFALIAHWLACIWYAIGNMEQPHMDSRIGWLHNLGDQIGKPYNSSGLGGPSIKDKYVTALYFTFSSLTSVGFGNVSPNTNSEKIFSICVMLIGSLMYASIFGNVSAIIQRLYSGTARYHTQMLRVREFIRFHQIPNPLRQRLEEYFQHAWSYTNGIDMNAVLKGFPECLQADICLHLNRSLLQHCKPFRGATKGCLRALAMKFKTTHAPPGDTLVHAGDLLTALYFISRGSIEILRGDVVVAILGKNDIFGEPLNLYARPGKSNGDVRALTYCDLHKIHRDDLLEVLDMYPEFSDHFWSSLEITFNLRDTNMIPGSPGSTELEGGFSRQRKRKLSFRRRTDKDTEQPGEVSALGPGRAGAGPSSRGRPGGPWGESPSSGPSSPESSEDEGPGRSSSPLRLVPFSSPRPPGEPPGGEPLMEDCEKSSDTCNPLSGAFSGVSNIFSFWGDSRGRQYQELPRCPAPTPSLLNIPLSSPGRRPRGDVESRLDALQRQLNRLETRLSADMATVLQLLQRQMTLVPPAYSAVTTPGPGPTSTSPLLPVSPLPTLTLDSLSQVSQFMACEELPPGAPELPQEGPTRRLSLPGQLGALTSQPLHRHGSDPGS
# PolyA inhibitor: polyadenylation inhibitors in yeast reporter cells, primary screen, luminescence, S. cerevisiae | S. cerevisiae SKY197-pL101 polyadenylation reporter, beta-gal luminescence; efflux-impaired pdr1/pdr3 knockout yeast; score 100 = 6 SD above DMSO | AID 1875, 2009 | 0.02% of 300,000 active | calls only at 12 µM;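 active = lowest replicate activity score at least 50, where 100 means six control SD above control mean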;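 note: yeast exposed to compound for 9 h at 30 °C; higher score means more reporter readthrough which indicates perturbed polyadenylation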
# Platelet DG rel: inhibitors of platelet dense granule secretion, primary screen, cell-based, MLPCN, human platelets. inhibition, %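 (compounds screened at 7.5 µM in platelet-rich plasma)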. 0.22% of 300,000 active. human platelet-rich plasma, SFLLRN dense granule ATP release, luminescence;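 active = mean replicate score, as percent of positive control, at or above 50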
# Dyrk1A ADPGlo: rat Dyrk1A kinase inhibitors, primary screen, biochemical, single point, plate reader; inhibition, % at 12.5 µM; Dual specificity tyrosine-phosphorylation-regulated kinase 1A (Rattus norvegicus), Q63470; 0.43% of 310,000 active; ADP-Glo luminescence, NFATc1 peptide; AID 504441, 2011; in the data active = inhibition above about 50%;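 note: plate controls were vehicle with enzyme for no effect and no enzyme for full effect; many of its hits are not listed in these tables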
# TRPC4 agonist: activators of mouse TRPC4 channel, primary screen, Fluo4 calcium, HEK293 TRPC4beta/mu-opioid cells; Short transient receptor potential channel 4 (Mus musculus), Q9QUQ5; Fluo4 calcium fluorescence; hits give high values; B-score at 10 µM; 0.49% of 310,000 active; AID 2237, 2010;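 active = B-score above 5 SD of library B-scores, and initial fluorescence ratio not above library mean plus 5 SD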;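 note: positive B-score marks a calcium rise read as TRPC4 activation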
#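 Assay system: HEK293 cells stably co-expressing mouse TRPC4beta and mu-opioid receptor / Timing: Fluo4 dye loading 45 min at room temperature, 110 s recording / Signal: Fluo4 calcium-sensitive dye fluorescence, kinetic, 1 Hz baseline / Read-out: integrated baseline-normalised fluorescence ratio, converted to per-well B score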
# KCNK3 inh: human KCNK3 channel inhibitors, primary screen, CHO cells, FluxOR thallium flux, B-score; Potassium channel subfamily K member 3 (Homo sapiens), O14649; FluxOR fluorescence; hits give low values; B-score at 10 µM; 0.84% of 340,000 active; AID 602410, 2012;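 active = B-score under library mean minus 4 SD, starting fluorescence ratio at most library mean plus 5 SD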;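 note: more negative B-score means stronger inhibition of thallium flux through KCNK3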
# Numbers without * were called inactive; i = inactive; / = no result given. The list is partial (hit frequency here may not be typical).
SMILES,KCNQ1 act,KCNQ1 inh,KCNK9 inh,TRPC4 inh,TRPC4 potent,hERG rescue,PolyA inhibitor,Platelet DG rel,Dyrk1A ADPGlo,TRPC4 agonist,KCNK3 inh
CC(=O)N1c2ccc(S(=O)(=O)N3CCCC(C(=O)Nc4cc(C)cc(C)c4)C3)cc2CC1C (stereo not given),i,i,i,i,i,-8,i,-1,8,i,i
CCNC(=O)CC1C(=O)N(c2cccc(C)c2)C(=O)N1CCC(C)C (stereo not given),i,i,i,i,i,-5,i,-11,8,i,i
C=CCn1c(SCc2nc3ccccc3c(=O)[nH]2)nc2scc(C3CC3)c2c1=O,i,i,i,i,i,-17,i,0,-5,i,i
COCc1cc(CN2CCN(C)CC2)c(O)c2ncccc12,i,i,i,i,i,-9,i,0,-11,i,i
Cc1ccccc1-c1ncc(CN2CCC(CO)(CCCc3ccccc3)CC2)cn1,i,i,i,i,i,-20,i,7,-1,i,i
Nc1nc2ccccc2n1C(=O)c1ccccc1,i,i,i,i,i,-2,i,32,16,i,i
O=C(Cc1ccc(Cl)cc1)Nc1ccncc1,i,i,i,i,i,-9,i,2,-6,i,i
O=C(O)CCNC(=O)/C(=C\C=C\c1ccccc1)NC(=O)c1ccccc1,i,i,i,i,i,-10,i,3,-4,i,i
COCCNC(=O)Cn1nc(-c2ccccc2C)ccc1=O,i,i,i,i,i,-5,i,-2,-2,i,i
Cc1cccc(-n2nc3c(c2NC(=O)C(C)C)CSC3)c1,i,i,i,i,i,-8,i,16,0,i,i
CCOC(=O)C1=C(CCc2ccccc2)NC(=O)NC1c1cccc([N+](=O)[O-])c1 (stereo not given),i,i,i,i,i,-5,i,1,-6,i,i
CCN1CC2=C(OC(N)=C(C#N)C2c2cccs2)/C(=C/c2cccs2)C1 (stereo not given),i,i,-8.9*,i,12*,-15,i,5,1,i,i
O=c1[nH]c2ccccc2nc1N1CCOCC1,i,i,i,i,i,-6,i,0,1,i,i
CCOCC(=O)Nc1ncc(S(=O)(=O)c2ccc([N+](=O)[O-])cc2)s1,i,i,i,i,i,-7,i,1,0,i,i
Cc1ccc(-c2csc3ncnc(-n4cnc5ccccc54)c23)cc1,i,i,i,i,i,-16,i,-7,0,i,i
Cc1ccc(C2(c3noc(CN(C)CCO)n3)CCCC2)cc1,i,i,i,i,i,-6,i,4,-15,i,i
Cc1cc(C)n2nc(SCC(=O)N(C)Cc3ccccc3)nc2n1,i,i,i,i,i,-5,i,-5,-4,i,i
CC(C)(C)C(=O)NC(=S)Nc1sc2c(c1C#N)CCCCC2,i,i,i,i,i,-4,i,5,5,i,i
COc1ccc(S(=O)(=O)NCC(c2ccc(F)cc2)N2CCN(C)CC2)cc1 (stereo not given),i,i,i,i,i,-12,/,2,-1,i,i
COc1cccc2c(=O)c3c(cnn3C)n(C)c12,i,i,i,i,i,-2,i,-29,/,i,i
O=C(c1cc2sccc2n1Cc1ccccc1)N1CCc2ccccc21,i,i,i,i,i,-14,i,-4,-1,i,i
COc1ccc2oc(C(=O)OCC(=O)NCC3CCCO3)c(C)c2c1 (stereo not given),i,i,i,i,i,-13,i,-12,8,i,i
O=C(O)c1c(-c2ccccc2)oc2ccc(O)cc12,i,i,i,i,i,-10,i,2,-4,i,i
COc1ccc(NC2c3ccccc3C(=O)N2Cc2ccc3c(c2)OCO3)cc1 (stereo not given),i,i,i,i,i,-13,i,4,-6,i,i
ON=C1c2ccccc2-c2ccccc21,i,i,i,i,i,-2,i,-4,41,i,i
CC(=O)Nc1ccc(S(=O)(=O)N2C(=O)c3cccc4cccc2c34)cc1,i,i,i,i,i,-6,i,2,/,i,/
CCCn1c(=O)c(C(=O)N/N=C/c2ccccc2F)c(O)c2ccccc21,i,i,i,i,i,-6,/,4,-8,i,i
O=C(CN1C(=O)c2ccccc2C1=O)Oc1ccc(Cl)cc1,i,i,i,i,i,-4,i,1,1,i,i
COc1cc(CNC2CCCC2)cc(OC)c1,i,i,i,i,i,0,i,-1,7,i,i
Cc1ccnc(NC(=O)CCC(=O)N(CC(=O)NCCc2ccccc2)c2ccc(F)cc2)c1,i,i,i,i,i,-1,i,2,-5,i,i

# Rewritten with bars between the fields: entries from further up.
SMILES | KCNQ1 act | KCNQ1 inh | KCNK9 inh | TRPC4 inh | TRPC4 potent | hERG rescue | PolyA inhibitor | Platelet DG rel | Dyrk1A ADPGlo | TRPC4 agonist | KCNK3 inh
O=C(c1cc2sccc2n1Cc1ccccc1)N1CCc2ccccc21 | i | i | i | i | i | -14 | i | -4 | -1 | i | i
COc1ccc2oc(C(=O)OCC(=O)NCC3CCCO3)c(C)c2c1 (stereo not given) | i | i | i | i | i | -13 | i | -12 | 8 | i | i
O=C(O)c1c(-c2ccccc2)oc2ccc(O)cc12 | i | i | i | i | i | -10 | i | 2 | -4 | i | i
COc1ccc(NC2c3ccccc3C(=O)N2Cc2ccc3c(c2)OCO3)cc1 (stereo not given) | i | i | i | i | i | -13 | i | 4 | -6 | i | i

# Remaining list, next part
SMILES,KCNQ1 act,KCNQ1 inh,KCNK9 inh,TRPC4 inh,TRPC4 potent,hERG rescue,PolyA inhibitor,Platelet DG rel,Dyrk1A ADPGlo,TRPC4 agonist,KCNK3 inh
COc1cc(NC(=O)c2ccccc2Cl)c(OC)cc1NC(=O)CN1CCOCC1,i,i,i,i,i,-9,i,3,16,i,i
CC(NC(=O)/C(C#N)=C/c1ccc([N+](=O)[O-])o1)c1ccccc1 (stereo not given),i,i,i,i,i,-10,i,-2,3,i,i
O=C(Nc1ccc2oc(-c3ccccc3)nc2c1)c1ccco1,i,i,i,i,i,-5,i,-51,-3,i,i
COc1ccc(-c2ccc(=O)n(CC(=O)NCc3ccco3)n2)cc1,i,i,i,i,i,-3,i,-3,18,i,i
COc1ccc2c(c1)c(=O)oc1cc(OCC(=O)N3CCCC(C)C3)ccc12 (stereo not given),i,i,i,i,i,-5,i,-4,3,i,i
CC(C)/C=C/CN1CCC(Oc2ccc(C(=O)N3CCCC3)cc2)CC1,i,i,i,i,i,-9,i,2,3,i,i
CC(=O)Nc1ccc(NC(=O)CCCCCN2C(=O)c3ccccc3C2=O)cc1,i,i,i,i,i,-4,i,-5,-2,i,i
Cc1ccc(Sc2ccncc2S(N)(=O)=O)cc1,i,i,i,i,i,-3,i,-1,-1,i,i
COc1cc([N+](=O)[O-])ccc1NC(=O)NN1CCN(C)CC1,i,i,i,i,i,-7,i,1,-1,i,i
Nc1cccnc1Sc1cc(Cl)c(Cl)cc1Cl,i,i,i,i,i,-14,i,-2,-3,i,i
CCOc1ccc(OCCOc2ncnc3ccccc23)cc1,i,i,i,i,i,-5,i,1,0,i,i
O=C(CSc1nccc(=O)[nH]1)Nc1ccc(N2CCOCC2)cc1,i,i,i,i,i,-1,i,6,-2,i,i
COc1ccc(O[C@H]2C=C[C@@H](c3ccccc3)O[C@@H]2CO/N=C/C[C@@H]2C=C[C@H](OC(C)=O)[C@@H](COC(C)=O)O2)cc1,i,i,i,i,i,-7,i,7,/,i,/
CC1(C)C=Cc2cc(-c3coc4cc(O)cc(O)c4c3=O)cc(O)c2O1,i,i,i,i,i,-20,i,-2,8,i,i
COc1ccccc1-n1c(SC(C)C(=O)NCC2CCCO2)nc2cc(Cl)ccc2c1=O (stereo not given),i,i,i,i,i,-18,i,-6,-4,i,i
COc1cc(C(C(=O)NCC2CCCO2)N(C(=O)Cn2nnc3ccccc32)c2ccc(C(C)=O)cc2)ccc1O (stereo not given),i,i,i,i,i,-9,i,3,-2,i,i
S=c1[nH]nc(-c2ccc(Cl)cc2)n1-c1cccnc1,i,i,i,i,i,-5,i,-4,10,i,i
COc1ccc(S(=O)(=O)NCc2csc(C)n2)cc1,i,i,i,/,i,-1,i,16,-1,i,i
Cn1nnnc1NCc1c(F)cccc1Cl,i,i,i,i,i,1,i,8,-3,i,i
O=C(N/N=C/c1cn(-c2ccccc2)nc1-c1ccc(F)cc1)c1ccc2c(c1)OCO2,i,i,-10*,i,i,-24,i,-4,1,i,i
CCC(C)NC(=O)CSc1c2c(nc3ccccc13)CCCC2 (stereo not given),i,i,i,i,i,-11,i,8,6,i,i
COc1ccc(NC(=O)CC(CC(=O)O)c2cc(OC)c(OC)c(OC)c2)cc1 (stereo not given),i,i,i,i,i,-9,i,-18,0,i,i
CN1CCC(CNC(=O)Nc2ccccc2)(c2ccccc2)CC1,i,i,i,i,i,-7,i,0,12,172*,i
Cc1ccccc1C(=O)N1CCC(C(=O)Nc2ccc3c(c2)OCO3)CC1,i,i,i,i,i,-5,i,16,-2,i,i
CC(=O)Nc1ccc(N2C(=O)c3ccc(C(=O)Nc4nnc(SCc5ccc(F)cc5)s4)cc3C2=O)cc1,i,i,i,i,i,-7,i,-1,-2,i,i
O=C(CSc1nc(C2CC2)nc2ccccc12)Nc1ccccc1,i,i,i,i,i,-5,i,-2,1,i,i
COCCCn1c(=O)/c(=C\c2ccccc2OC(F)F)s/c1=C(/C#N)C(=O)NC(C)C,i,i,i,i,i,-7,i,-2,1,i,i
C=CSc1sc(Cl)c(N2CCOCC2)c1[N+](=O)[O-],i,i,i,i,i,-6,i,2,-1,i,i
